PERK inh: human PERK inhibition, primary cell-based screen | CHO PERK-DD fusion, SEAP luminescence translation reporter | inhibition, % at 5.6 µM | hit rate 0.17% among 220,000;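 active = inhibition above the mean inhibition of all tested compounds plus 3 SD, set separately per screening campaign, cut at about 2.9% in these data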;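 note: PERK kinase domain activated by AP20187 dimerizer at 100 nM; 0% = DMSO with dimerizer and 100% = rapamycin at 8.4 µM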
S1P4 antagonist: blocks the human S1P4 receptor; O95977; S1P4-expressing cells, antagonist mode, reporter read-out; inhibition, % at 4.98 µM; hit rate 0.26% among 220,000; in the data active = inhibition above about 29%;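 note: 0% = wells stimulated with agonist and 100% = vehicle wells without agonist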
BaF3 tox: counter-screen for JAK2V617F inhibitors: parental Ba/F3 viability inhibitors; CellTiter-Glo ATP luminescence; inhibition, % at 5.6 µM; hit rate 1.1% among 220,000;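 active = inhibition above a per-campaign cutoff, the mean inhibition of all tested compounds plus 3 SD, cut at about 27% in these data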;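 note: 0% = DMSO wells and 100% = JAK Inhibitor I control wells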
zfTRPN1 agonist: activates the zebrafish TRPN1 channel; HEK293 zebrafish TRPN1-YFP, Fluo-8 calcium fluorescence; 100% = response to 87 µM carbachol; activation, % at 3 µM; AID 1424; hit rate 0.18% among 220,000;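 active = activation above its plate's cutoff, the mean activation of test wells on that plate plus 3 SD, cut at about 19% in these data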;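 note: 0% = DMSO alone and 100% = 87 µM carbachol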
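Assay system: Zebrafish TRPN1-YFP in HEK293 cells | Incubation: Dye loading 1 h at 37 °C, then 30 min room temperature | Measured by: Kinetic Fluo-8 fluorescence, ex 470-495, em 515-575 nm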
EP2 mod: EP2 receptor (human) modulation; EP2-expressing cells, cAMP HTRF FRET, PGE2 co-stimulation; P43116; AID 940; hit rate 0.83% among 260,000; induction, % at 25 µM;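 active = compounds whose cAMP rise, as percent of the full-agonist control response, exceeds 60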;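 note: rat C6 glioma line stably carrying human EP2 under a CMV promoter; the protocol text gives 20 µM as final concentration; 100% = response of wells given 1 µM PGE2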
Target sequence (P43116 whole entry, looked up): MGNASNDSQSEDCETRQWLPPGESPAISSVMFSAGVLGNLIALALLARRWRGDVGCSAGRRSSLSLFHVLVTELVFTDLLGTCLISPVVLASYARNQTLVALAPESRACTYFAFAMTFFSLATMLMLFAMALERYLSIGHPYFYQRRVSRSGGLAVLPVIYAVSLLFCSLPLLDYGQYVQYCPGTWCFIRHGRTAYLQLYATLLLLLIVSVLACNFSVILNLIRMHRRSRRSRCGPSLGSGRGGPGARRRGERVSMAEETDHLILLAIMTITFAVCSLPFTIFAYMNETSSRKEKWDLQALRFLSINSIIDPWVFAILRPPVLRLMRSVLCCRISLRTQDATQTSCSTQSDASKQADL
TRPML3 ag: activates the human TRPML3 channel | Q8TDD5 | HEK293 TRPML3-YFP, Fluo-8 calcium fluorescence; 100% = the carbachol control signal | activation, % at 3 µM | hit rate 0.29% among 220,000 | AID 1448;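 active = activation above its plate's cutoff, the mean activation of the plate's test wells plus 3 SD, cut at about 12% in these data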;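 note: 0% = DMSO only wells and 100% = carbachol wells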
Target sequence (Q8TDD5 whole entry, looked up): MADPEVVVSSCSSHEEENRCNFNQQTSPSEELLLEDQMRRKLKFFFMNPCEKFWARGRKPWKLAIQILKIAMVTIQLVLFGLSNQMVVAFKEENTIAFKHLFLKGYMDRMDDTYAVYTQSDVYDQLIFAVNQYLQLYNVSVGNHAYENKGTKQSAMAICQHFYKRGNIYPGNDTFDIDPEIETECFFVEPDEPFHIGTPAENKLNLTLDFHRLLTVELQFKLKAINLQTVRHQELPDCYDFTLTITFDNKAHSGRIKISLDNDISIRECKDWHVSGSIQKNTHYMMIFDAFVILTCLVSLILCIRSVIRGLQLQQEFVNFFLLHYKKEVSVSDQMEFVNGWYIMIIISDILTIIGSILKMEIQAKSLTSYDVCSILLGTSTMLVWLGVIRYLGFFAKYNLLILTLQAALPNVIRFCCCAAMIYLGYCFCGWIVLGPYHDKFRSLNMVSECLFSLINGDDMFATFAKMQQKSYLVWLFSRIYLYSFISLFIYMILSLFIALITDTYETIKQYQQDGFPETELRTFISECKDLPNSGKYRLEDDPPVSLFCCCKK
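Test system: TRPML3-YFP stable HEK293 cells. Doses: single point at 3 µM. Incubation: dye loading 1 h 37 °C then 30 min ambient, 125 s read. Signal: Fluo-8 calcium dye fluorescence, ex 470-495, em 515-575 nm. Measure: percent activation from peak-to-basal fluorescence ratio, scaled between DMSO and carbachol.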
S1P4 agonist: human S1P4 receptor agonism. O95977. S1P4-expressing cell line, agonist reporter assay. activation, % at 4.98 µM. hit rate 0.35% among 220,000. AID 1509; in the data active = activation above about 11%;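 note: 0% = DMSO vehicle and 100% = reference agonist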
m-calpain inh: calpain II (pig) inhibition; hit rate 0.37% among 220,000; inhibition, % at 16 µM; AID 1236; purified calpain II, fluorogenic peptide substrate, 30 min;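 active = inhibition above about 50%, limit read from the data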
Ba/F3 V617F tox: reduce viability of Ba/F3 cells dependent on JAK2V617F; inhibition, % at 5.6 µM; hit rate 1.1% among 220,000; AID 1446; Ba/F3 EpoR-JAK2V617F viability, ATP luminescence;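 active = inhibition above the campaign mean plus 3 SD over all tested compounds, cut at about 24% in these data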;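 note: cytokine-independent growth of Ba/F3 cells driven by EpoR plus mutant JAK2; 0% = DMSO-treated cells and 100% = JAK inhibitor I control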
* = called active by the depositor; i = inactive; & = joins results of further samples. This is a random part of the collection; 3.6% or so of the library scored in one or more.

SMILES	PERK inh	S1P4 antagonist	BaF3 tox	zfTRPN1 agonist	EP2 mod	TRPML3 ag	S1P4 agonist	m-calpain inh	Ba/F3 V617F tox
COc1ccc(C(=O)COc2ccc(F)cc2)c(O)c1	0.4	4	-6	-0.1	-17	0.7	-1.2	7	-3
Cc1c(CNCCCc2ccccc2)c(C(=O)O)c(C)n1Cc1ccccc1	0.5	4	3	0.0	-7	-0.1	-0.9	-2	1
Cc1noc(NS(=O)(=O)c2ccc(NC(=O)C34CC5CC(C3)CC(n3cnc(Cl)n3)(C5)C4)cc2)c1C	0.0	-11	15	0.6	10	0.5	0.5	16	3
COC(=O)CNC(=O)CSc1ccccn1	0.4	-1	-1	2.3	16	0.6	-1.3	-26	2
COc1nc(C)nc2c1sc1nc3c(cc12)COC(C)(C)C3	-1.7	-8	3	-0.8	12	0.7	-0.6	-127	0
CC(Oc1ccccc1)C(=O)N=Nc1c(O)[nH]c2ccc([N+](=O)[O-])cc12 (configuration not stated)	-0.5	9	0	0.0	-16	0.0	1.0	-5	0
COc1ccc(Cn2c(N)c(C#N)c3nc4ccccc4nc32)cc1	-0.7	-3	8	0.3	-53	2.8	3.3	i	4
CC1CCCCC1NC(=S)NC(=O)c1cccs1 (configuration not stated)	1.9	-8	-3	1.8	20	0.9	0.2	32	-1
N#C/C(=C/c1ccc(N2CCCCC2)o1)C(=O)Nc1ccc(Cl)cc1	-1.0	-8	0	28*	14	39*	-3.3	-15	2
O=c1c(Cc2c(F)cccc2Cl)c(O)ccn1CCCN1CCOCC1	2.0	-3	0	-0.3	-3	1.0	-0.4	15	-2
C=C(C)COc1ccc(-c2[nH]ncc2Oc2ccc(OC)cc2)c(O)c1	0.1	5	-2	0.0	-11	0.4	-0.1	28	-5
COc1ccc(-c2c(C)[nH]n3c(=O)c(Cc4ccccc4)c(C)nc23)cc1OC	0.9	-2	9	-1.6	-10	0.3	-0.8	-53	1
COc1ccccc1/C=C/C(=O)NCC(=O)n1nc(C)cc1C	-0.1	-4	1	1.6	-8	1.0	-0.5	-5	-5
CCCCCOc1ccc(C2C(C(C)=O)=C(C)Nc3ncnn32)cc1OC (configuration not stated)	-0.8	-27	3	0.1	6	0.9	-0.8	32	0
CCCCN(C(=O)c1ccc2c(c1)OCO2)c1ccccc1	2.1	10	0	-3.3	17	-1.6	-0.2	22	-3
COCCNC(=O)c1ccc(N(C)S(=O)(=O)c2ccc(OC)c(OC)c2)cc1	-0.1	1	0	-0.1	-60	-0.4	3.6	-10	-2
Cc1nc([N+](=O)[O-])c(N2CCN(Cc3ccccc3)CC2)n1Cc1ccccc1	-1.9	4	2	-1.0	29	-0.2	1.0	1	-2
CCc1c(C)sc(NC(=O)C2CC2c2ccccc2)c1C(N)=O (configuration not stated)	-1.2	-1	9	-0.6	7	-0.4	-0.4	34	9
CCOC(=O)c1sc2nc(CSc3ccccc3)[nH]c(=O)c2c1C	-0.1	-32	0	-0.7	-13	0.7	0.9	-4	-2
CCOC(=O)N1CCN(c2nc(-c3cccs3)cc(C(F)(F)F)n2)CC1	0.5	-4	0	0.8	26	1.0	-0.8	-38	-2
O=C(NC1CC1)C1=C[C@H](C2CC2)C[C@H](OCCCCO)O1	0.3	-2	-1	-1.2	0	0.0	0.4	19	0
Cc1ccc(C)c(NS(=O)(=O)c2ccc3[nH]c(=O)oc3c2)c1	0.2	-8	5	0.1	-1	1.2	-0.1	-49	-2
Cc1cccc(Sc2c([N+](=O)[O-])ncn2C)c1	0.8	1	5	-1.6	26	-0.3	1.5	11	1
COc1ccc(OC)c(-c2nc3ccccc3nc2-c2ccccc2)c1	-0.5	12	0	-2.9	57	-1.6	-0.9	11	1
N#C/C(=N\Nc1cccc(Cl)c1)C(=O)c1ccccc1	1.2	3	7	16	-2	11	-0.3	-62	3
CCOc1ccc2nc(N/C(N)=N/C(=S)Nc3cccc(OC)c3)nc(C)c2c1	-1.2	-10	5	0.5	-22	0.8	0.9	-42	-5
Cc1ccc(N(C(=O)CS(=O)CC(=O)Nc2ccc(F)cc2)C(C(=O)NC2CCCCC2)c2ccco2)cc1 (configuration not stated)	0.2	-27	-2	-1.6	25	0.0	1.8	20	0
CCC(=O)NC1(C(F)(F)F)C(=O)Nc2c1c(=O)n(C)c(=O)n2C (configuration not stated)	0.1	-13	7	0.7	15	0.9	-0.6	7	2
Clc1ccc2c(c1)c1cc(Cl)ccc1n2CN1CCOCC1	-0.4	-2	9	-0.7	64*	-0.5	1.0	-11	1
Cc1cc(C(F)F)n2ncc(C(=O)NCCc3ccc(Cl)cc3)c2n1	-1.6	-6	6	-2.2	31	0.1	1.0	-67	1
Cc1cc(-c2nn(-c3ccccc3F)cc2CNCCc2cnccn2)c(C)s1	-1.8	-3	3	1.2	-13	1.0	2.2	21	0
CCc1cc(N2CCOCC2)cc2c1[nH]c1ccccc12	0.1	-6	2	-0.1	36	0.8	-0.8	-497	-3
O=C(Nc1ccccc1)/C(=C/c1ccc2c(c1)OCO2)NC(=O)c1ccco1	0.0	5	3	-1.5	7	0.5	-1.3	-13	-2
N#CCC(=O)N/N=C/c1cn(Cc2ccc(Cl)c(Cl)c2)c2ccccc12	1.4	-6	-5	-0.4	-32	1.0	0.1	-17	-4
O=C(NCCN1CCOCC1)c1cc(Sc2cccc(Cl)c2)nc2ccccc12	-0.5	-4	8	0.8	9	0.9	-1.8	-8	-2
COc1ccc(/C=N/NC(=S)Nc2cc(C(F)(F)F)ccc2Cl)cc1	0.4	0	2	0.5	-9	0.1	1.7	-12	3
CC(=O)O[C@@H]1[C@@]2(C)O[C@H]2CC[C@]23O[C@H]2[C@H](OC3=O)C2=C(C)C(=O)O[C@@]21O	-0.2	0	4	-0.1	8	0.2	1.5	16	4
O=C(c1ccco1)N1CCN(C(=O)c2cc3sccc3n2Cc2ccccc2)CC1	-0.8	-9	8	-0.8	7	-0.9	1.1	-22	3
CCc1ccc(CCC(=O)Nc2ccc(OC)cc2)o1	1.0	-11	2	-1.1	18	-1.1	-1.7	-11	-2
COc1ccc(NC(=O)N2CCC(n3cnc4ccccc43)CC2)cc1	1.0	-8	2	0.6	32	1.0	2.2	16	-2

Random excerpt: 2 entries already listed
SMILES	PERK inh	S1P4 antagonist	BaF3 tox	zfTRPN1 agonist	EP2 mod	TRPML3 ag	S1P4 agonist	m-calpain inh	Ba/F3 V617F tox
O=C(Nc1ccccc1)/C(=C/c1ccc2c(c1)OCO2)NC(=O)c1ccco1	0.0	5	3	-1.5	7	0.5	-1.3	-13	-2
CCc1cc(N2CCOCC2)cc2c1[nH]c1ccccc12	0.1	-6	2	-0.1	36	0.8	-0.8	-497	-3

Next part.
SMILES	PERK inh	S1P4 antagonist	BaF3 tox	zfTRPN1 agonist	EP2 mod	TRPML3 ag	S1P4 agonist	m-calpain inh	Ba/F3 V617F tox
Cc1ccc(NC(=S)N(CCCN2CCOCC2)Cc2ccccn2)cc1Cl	-0.2	-7	10	1.3	-4	1.2	-0.1	-21	1
COc1cc(CCC(=O)OCC(=O)Nc2cccc(S(=O)(=O)N(C)C)c2)cc(OC)c1OC	1.2	-10	11	2.0	-1	0.2	-4.5	20	4
COc1cc2ccccc2cc1C(=O)N1CCN(C)CC1	0.3	-9	3	-0.9	-5	0.1	-0.5	-46	0
CC(=O)n1cc([C@H]2C=C(C(=O)N3CCN(Cc4ccc5c(c4)OCO5)CC3)O[C@@H](OCc3ccc(CO)cc3)C2)c2ccccc21	0.1	5	4	1.7	-8	0.8	-2.1	-37	2
CC(C)Nc1nc(Cl)nc(N(C#N)CN2C(=O)c3ccccc3S2(=O)=O)n1	1.3	6	1	-2.0	-30	0.6	0.9	-17	-1
O=C(NCCCN1CCCC1=O)c1ccc(OCc2ccccc2)cc1	-0.6	-4	5	0.1	-8	1.1	-1.9	-18	-2
CCc1cc2c(CN3CCN(CC)CC3)cc(=O)oc2cc1O	-0.7	-4	2	-0.1	15	0.3	10	i	-7
O=C(N/C(=C\c1ccco1)C(=O)N1CCCC1)c1cccs1	0.3	-14	2	-0.5	18	-0.7	1.4	-1	0
Nc1cnccc1C(=O)O	-0.1	5	8	2.0	39	1.6	0.3	-266	-1
COc1ccc(N2C(=O)C(Cl)=C(NCc3ccccc3)C2=O)cc1	0.1	17	2	-1.0	-21	0.5	-3.5	17	-5
c1ccc(-c2nccnc2-c2ccccc2)cc1	-0.9	-1	0	-2.4	54	-1.4	0.8	-7	-1
Cc1nc(N2CCCCC2)sc1C(=O)c1cccc([N+](=O)[O-])c1	0.2	7	6	-1.5	17	0.5	-0.1	21	2
Oc1ccc(C=Nc2ccc3ncccc3c2)c(O)c1	1.2	-3	1	1.0	-10	1.2	0.3	-62	-1
O=c1c(-c2ccc(Cl)cc2)cnc2n1CCS2	1.4	6	6	-1.0	-13	0.0	-1.2	24	-3
CCCCCc1nnc(NC(=O)Cc2ccc([N+](=O)[O-])cc2)s1	0.2	6	8	1.6	-12	1.4	1.7	-40	3
N#CCCn1cc(C(=O)Nc2ccc([N+](=O)[O-])cc2)c(-c2cccs2)n1	0.0	6	2	3.0	7	1.1	1.3	-5	-3
CC1(C)S/C(=N/N=C/c2cccs2)NC1=O	1.4	8	3	-1.2	26	-0.2	-2.0	16	-1
O=C(O)c1cccc(N/N=C/c2ccc(-c3ccccc3)cc2)c1	0.9	-4	6	0.6	-45	0.1	-0.1	-14	3
CC(C)Nc1nc(C#N)nc(NC(C)C)n1	0.4	-4	8	0.7	-11&-39	0.0	1.7	14	-1
NC(=O)c1csc(-c2ccncc2)n1	1.6	-21	2	-0.4	4	0.0	2.1	-24	-5
Nc1nc(-c2ccco2)nn1C(=O)c1ccccc1Cl	0.4	-49	6	-0.4	19	1.1	1.1	10	4
Nc1nc(-c2ccc(Cl)cc2)nn1C(=O)c1ccco1	0.1	-7	7	0.8	7	0.5	0.1	-13	0
CCN(CC)C(=O)c1ccc(S(=O)(=O)N2CCC(c3nc4ccccc4s3)CC2)cc1	-0.7	-24	5	4.7	-15	0.0	1.4	13	1
COc1cc(C2CC(=O)c3cnc(NC(=O)COc4ccccc4)nc3C2)cc(OC)c1OC (configuration not stated)	0.6	-2	12	-0.3	16	-0.2	0.0	6	6
CCCC/C(O)=C1\C(=O)CC(C)(C)CC1=NCCCCCC(=O)O	-0.3	1	5	-1.1	-13	-0.1	-0.9	7	0
CS(=O)(=O)Nc1ccc(OCc2ccccc2)cc1	1.2	2	0	0.0	-35	-0.1	-2.0	-31	-4
CC(C)CN(C(=O)COC(=O)c1ccc([N+](=O)[O-])o1)C1CCS(=O)(=O)C1 (configuration not stated)	0.9	0	-2	0.0	-20	0.3	-2.0	-35	-8
CCC(=O)NC(=S)Nc1ccc(NC(=O)c2ccc(C)c([N+](=O)[O-])c2)cc1	0.5	-14	-1	1.7	-6	0.4	-0.9	-9	-6
CC(C)Sc1cc(N2CCCC2)nc(-c2ccccc2)n1	0.3	-28	-3	-0.4	41	0.8	-0.6	19	1
COc1ccc(-c2ccc(/C=C3/C(=N)N4C=CSC4=NC3=O)o2)c([N+](=O)[O-])c1	0.0	-6	4	0.2	-79	1.1	-0.9	-44	2
CCc1ccccc1NC(=O)c1ccc(NCCc2ccccc2)c([N+](=O)[O-])c1	1.3	0	5	1.4	-96	0.6	-0.6	2	-2
Cc1cc(C)cc(NC(=O)CN(C)S(=O)(=O)c2cccc3nsnc23)c1	0.1	0	9	-3.0	-51	-1.6	2.5	22	0

High-throughput results deposited in PubChem BioAssay by several laboratories.
